m-calpain inh: inhibitors of pig calpain II; AID 1236; 0.37% of 220,000 active; inhibition, % at 16 µM; purified calpain II, fluorogenic peptide substrate, 30 min;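 active means inhibition above about 50%, limit read from the data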
Rad51 HR inh: Rad51 (human) homologous recombination inhibition | Q06609 | hRad51 DNA strand exchange, fluorescence dequenching | inhibition, % at 10 µM | 0.085% of 200,000 active;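 active means inhibition above 40% at the single screening dose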;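 further: 0% = DMSO control wells and 100% = blanks with heterologous ssDNA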
Target sequence (Q06609 whole entry, looked up): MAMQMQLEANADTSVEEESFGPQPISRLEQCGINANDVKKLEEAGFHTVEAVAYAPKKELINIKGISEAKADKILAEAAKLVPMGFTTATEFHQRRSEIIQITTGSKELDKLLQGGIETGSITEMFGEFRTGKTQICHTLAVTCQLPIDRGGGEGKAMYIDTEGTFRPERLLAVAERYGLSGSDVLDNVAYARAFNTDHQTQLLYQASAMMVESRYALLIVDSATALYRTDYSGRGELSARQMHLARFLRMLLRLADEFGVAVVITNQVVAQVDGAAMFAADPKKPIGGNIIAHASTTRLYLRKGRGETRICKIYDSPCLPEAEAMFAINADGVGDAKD
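Test system – preformed human Rad51 ssDNA filaments · Reagent – Donor/quencher-labelled 47-bp dsDNA substrate · Incubation – 37 °C 15-min filament assembly, 30-min compound preincubation, 15-min exchange · Signal – FRET fluorescence dequenching, excitation 485 nm, emission 520 nm · Read-out – percent inhibition from fluorescence, normalised to plate control and blank means · Benchmarks – plate control and blank wells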
EP2 mod: modulators of human EP2 prostaglandin E2 receptor | P43116 | EP2-expressing cells, cAMP HTRF FRET, PGE2 co-stimulation | induction, % at 25 µM | 0.83% of 260,000 active | AID 940;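 active means compounds whose cAMP rise, as percent of the full-agonist control response, exceeds 60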;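 further: rat C6 glioma line stably carrying human EP2 under a CMV promoter; the protocol text gives 20 µM as final concentration; 100% = response of wells given 1 µM PGE2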
Target sequence (P43116 whole entry, looked up): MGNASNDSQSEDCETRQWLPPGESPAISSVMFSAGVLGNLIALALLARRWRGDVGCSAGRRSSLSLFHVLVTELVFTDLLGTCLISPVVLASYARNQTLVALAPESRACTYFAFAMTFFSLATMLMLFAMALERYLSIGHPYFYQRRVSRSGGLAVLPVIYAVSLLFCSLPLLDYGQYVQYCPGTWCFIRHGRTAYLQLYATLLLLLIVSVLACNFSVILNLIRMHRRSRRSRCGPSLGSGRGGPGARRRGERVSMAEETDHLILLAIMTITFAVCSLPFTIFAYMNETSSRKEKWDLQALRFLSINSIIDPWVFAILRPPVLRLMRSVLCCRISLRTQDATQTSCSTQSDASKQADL
Hck-Nef inh: inhibitors of human Hck kinase activated by Nef; inhibition, % at 20 µM; 0.68% of 220,000 active; AID 463187; Recombinant Hck-YEEI plus Nef, Z-Lyte FRET kinase assay; P08631;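 active means Hck-Nef kinase inhibition above about 50%, limit read from the data; inactive means inhibition below that limit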;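 further: 0% = DMSO with Hck plus Nef and 100% = Hck alone without Nef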
L929 necroptosis: blocks zVAD induced death of L929 cells; L929 zVAD necroptosis rescue, ATP luminescence, 24 h; with zVAD 60 µM; 0.38% of 220,000 active; viability rescue, % at 10 µM; AID 1377;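 active means activation, scaled between plate controls, above about 75%, limit read from the data; inactive means activation under that limit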;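 further: 0% = zVAD with DMSO and 100% = DMSO alone without zVAD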
TbHK1 inh: blocks Trypanosoma brucei hexokinase 1 activity; recombinant TbHK1, G6PDH-coupled NADH A340; AID 1430; inhibition, % at 10 µM; 0.11% of 220,000 active;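 active means inhibition of 50% or more in the single-dose primary screen; inactive means inhibition below 50%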
PGE2 EP2 inh: inhibitors of human EP2 prostaglandin E2 receptor; P43116; C6 glioma cells expressing human EP2, cAMP TR-FRET; cells stimulated with saturating PGE2; inhibition, % at 25 µM; 0.52% of 260,000 active; AID 1422;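 active means percent inhibition above 40 after rounding to a whole number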;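 further: rat C6 glioma host cells with rolipram phosphodiesterase inhibitor present; the protocol text gives 20 µM as final concentration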
14-3-3 Bad PPI: disrupts binding of bovine 14-3-3 zeta to phospho-Bad peptide | P63103 | TR-FRET 14-3-3zeta/Dy647-pBad peptide displacement, 1 h | inhibition, % at 21.7 µM | 0.71% of 220,000 active;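 active means inhibition above about 70%, limit read from the data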;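 further: 0% = full 14-3-3 plus peptide FRET controls and 100% = background without 14-3-3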
Target sequence (P63103 whole entry, looked up): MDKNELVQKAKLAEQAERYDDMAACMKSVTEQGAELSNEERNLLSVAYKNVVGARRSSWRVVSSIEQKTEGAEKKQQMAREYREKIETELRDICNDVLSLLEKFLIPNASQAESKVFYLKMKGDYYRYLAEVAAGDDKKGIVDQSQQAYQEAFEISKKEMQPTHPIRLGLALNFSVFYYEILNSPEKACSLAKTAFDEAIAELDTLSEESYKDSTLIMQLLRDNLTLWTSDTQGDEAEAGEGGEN
eIF4E-4G inh: blocks eIF4E binding to eIF4G; AID 782; TR-FRET eIF4E-eIF4GI(517-606) binding, 2 h; inhibition, % at 21.7 µM; P63073+Q04637; 0.37% of 220,000 active;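 active means inhibition above about 30%, limit read from the data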;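 further: 0% = full FRET control wells and 100% = background wells lacking eIF4GI fragment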
The depositor's hits bear a star; · = not tested or not shown; & = joins results of further samples; [ ] = remark or other dose.

SMILES	m-calpain inh	Rad51 HR inh	EP2 mod	Hck-Nef inh	L929 necroptosis	TbHK1 inh	PGE2 EP2 inh	14-3-3 Bad PPI	eIF4E-4G inh
Cc1ccc2c(CSc3nnc(C4CC4)n3N)cc(=O)oc2c1	-57	1	16	-3	-0.6	-13	4	5	3
CCOC(=O)c1cc(C#N)c(N2CCNCC2)nc1C(F)(F)F	-4	-13	-10	-6	-1.2	-9	10	4	7
COc1ccc(NC(=O)C(NC(C)=O)C(=O)NCc2ccccc2)cc1 (stereo not given)	9	-3	32	-1	0.5	7	9	-1	3
Cc1ccc(NC(=S)Nc2ncccc2C)c(C)c1	19	-5	18	-1	-0.1	0	7	3	4
O=C(Cn1nnc(-c2ccc(Cl)cc2)n1)NC1CC2CCC1C2 (stereo not given)	3	0	-44	0	83*	1	15	·	·
O=C(COc1ccccc1)NC(NC(=S)Nc1ccccc1O)C(Cl)(Cl)Cl (stereo not given)	17	-6	-43	-1	0.9	7	7	23	16
CC(C)C(=O)NCc1cc(-c2ccccc2)no1	-12	10	20	5	0.2	2	5	-14	0
C=CCSc1ncc(C(=O)OCC)c(N)n1	-3	9	2	3	0.4	2	2	-13	5
Cc1sc2nc(C(C)C)nc(SCC(=O)NCc3ccco3)c2c1C	-60	6	43	2	1.0	3	7	-17[fluorescence artefact?]	5
CC1CCN(C(=O)C2CCC(C)(C(=O)O)C2(C)C)CC1 (stereo not given)	5	4	14	2	1.6	1	2	-2	-4[fluorescence artefact?]
CCOC(=O)N1CCN(C(=O)CN(c2ccc(Cl)c(C(F)(F)F)c2)S(C)(=O)=O)CC1	13	-7	-13	1	0.4	-13	8	6	-2
CC/C(=N/Nc1ccccc1C)c1cnnc(SC)n1	6	1	40	6	0.8	1	19	-1	24[fluorescence artefact?]

Grouped by structure: the entries above with nitrogen in an aromatic ring
SMILES	m-calpain inh	Rad51 HR inh	EP2 mod	Hck-Nef inh	L929 necroptosis	TbHK1 inh	PGE2 EP2 inh	14-3-3 Bad PPI	eIF4E-4G inh
Cc1ccc2c(CSc3nnc(C4CC4)n3N)cc(=O)oc2c1	-57	1	16	-3	-0.6	-13	4	5	3
CCOC(=O)c1cc(C#N)c(N2CCNCC2)nc1C(F)(F)F	-4	-13	-10	-6	-1.2	-9	10	4	7
Cc1ccc(NC(=S)Nc2ncccc2C)c(C)c1	19	-5	18	-1	-0.1	0	7	3	4
O=C(Cn1nnc(-c2ccc(Cl)cc2)n1)NC1CC2CCC1C2 (stereo not given)	3	0	-44	0	83*	1	15	·	·
CC(C)C(=O)NCc1cc(-c2ccccc2)no1	-12	10	20	5	0.2	2	5	-14	0
C=CCSc1ncc(C(=O)OCC)c(N)n1	-3	9	2	3	0.4	2	2	-13	5
Cc1sc2nc(C(C)C)nc(SCC(=O)NCc3ccco3)c2c1C	-60	6	43	2	1.0	3	7	-17[fluorescence artefact?]	5
CC/C(=N/Nc1ccccc1C)c1cnnc(SC)n1	6	1	40	6	0.8	1	19	-1	24[fluorescence artefact?]

Next part:
SMILES	m-calpain inh	Rad51 HR inh	EP2 mod	Hck-Nef inh	L929 necroptosis	TbHK1 inh	PGE2 EP2 inh	14-3-3 Bad PPI	eIF4E-4G inh
CCC(CO)NCc1cc(OC)c(OCC(=O)NCCc2ccccc2)cc1Br (stereo not given)	-6	6	-18	-1	0.6	5	4	-5[fluorescence artefact?]	17[fluorescence artefact?]
CC(C)(CO)NCC(O)Cn1cc(C=O)c2ccccc21 (stereo not given)	-2	14	-3	20	1.4	0	5	100*	1
C=C1C(C(=O)Nc2ccc(OC)cc2)C1C(=O)Nc1ccc(OC)cc1 (stereo not given)	10	-1	-40	13	1.1	-6	9	2	4
O=C(COC(=O)c1ccccn1)Nc1ccccc1Cl	-6	6	31	2	0.2	-2	11	17[fluorescence artefact?]	-5
CCCC(=O)Nc1ccccc1-c1nnc(SCC)[nH]c1=O	-8	-4	-20	9	1.4	-6	6	-2	2
Cc1sc2ncn(CC(=O)NCCCC(=O)N3CCN(c4ccccc4)CC3)c(=O)c2c1C	-35	-3	-13	0	-0.2	-1	5	4	6
Cc1cc2cc(C(c3nnnn3C(C)(C)C)N(Cc3ccco3)CC3CCCO3)c(=O)[nH]c2cc1C (stereo not given)	12	-2	33	2	-0.2	-19	6	-4	11[fluorescence artefact?]
CCC(C)Sc1nc2c(cnn2-c2ccccc2)c(=O)[nH]1 (stereo not given)	3	-6	33	1	5.4	-1	4	11[fluorescence artefact?]	2[fluorescence artefact?]
O=C(NCCCN1CCCC1=O)c1ccc2c(c1)NC(=O)c1ccccc1S2	-16	-8	-15	2	0.2	-6	4	10	-10
CCn1c(C)cc(/C=C2/NC(=O)N(CC(=O)Nc3cccc(C)c3)C2=O)c1C	16	-3	20	11	0.9	-14	7	37	9[fluorescence artefact?]
COc1ccc(OC(=O)c2cccnc2)cc1	-17	2	26	1	0.4	-8	16	8	-4
CCCCCNC(=O)C(C)NS(=O)(=O)c1ccc(OC)cc1 (stereo not given)	-17	2	15	-9	0.3	7	9	-5	-5[fluorescence artefact?]
COCCNC(=O)C1CCCN(c2ncccn2)C1 (stereo not given)	5	·	13	-1	1.0	-3	7	16	-1
Cc1c(C(=O)OCC(=O)NCCN2C(=O)CSC2=O)oc2c1ccc1ccccc12	-107	8	-19	4	1.0	1	3	-13	12
COC(C)(C)[C@]12CC(O)(c3ccccc3)ON1[C@H]1CCCCC1N2O (stereo not given in full)	-9	-6	14	1	-0.3	1	8	-7	2[fluorescence artefact?]
CC(C)=CC(=O)Nc1nnc(C)s1	-11	2	13	13	0.7	3	19	2	0[fluorescence artefact?]
CCCC[C@@H]1CNC(=S)N1CCC12CC3CC(CC(C3)C1)C2	3	-2	59	-9	0.3	5	6	3	-4
COc1ccccc1CNC(=O)CN1C(=O)C(C)N(c2ccc(C)cc2)C1=O (stereo not given)	31	4	14	1	0.8	-5	11	2[fluorescence artefact?]	-3[fluorescence artefact?]
Cc1ccc(C(O)P(=O)(OCc2ccccc2)c2ccc(N(C)C)cc2)cc1 (stereo not given)	-10	·	26	20	0.2	-6	6	-9	-1
CCOC(=O)N1CCN(C(=O)Nc2ccc(NC(=O)N3CCN(C(=O)OCC)CC3)cc2)CC1	-18	2	0	21	0.9	-1	5	-8	-3
Cc1cc(=O)n2c(ccc3ccccc32)c1C#N	-81	-3	-7	-6	71	-5	10	9	3
Cc1ccc(S(=O)(=O)N(C)C)cc1NC(=O)c1sccc1Cl	9	·	-22	19	0.8	6	6	-1	-3
Cc1cccc(S(=O)(=O)c2c(C)cc(C)nc2Cl)c1	-11	1	-7	3	1.4	-3	7	-17	2
CC(=O)c1ccc(S(=O)(=O)NCCCC(=O)NCCc2ccccn2)cc1	3	7	71*	-1	-0.6	-3	0	-7	-9
COc1ccc(CCN2C(=O)NC(NC(C)=O)(C(F)(F)F)C2=O)cc1OC (stereo not given)	4	3	7	1	0.0	-7	1	8[fluorescence artefact?]	3
COc1ccc(C2NC(=O)C(C#N)=C(S)N2c2cccc(C)c2)cc1OC (stereo not given)	-69	-19	4&12	23	10	-14	6&4	-19	0
COc1ccc2nc(C)cc(SCC(NC(C)=O)C(=O)OC(C)C)c2c1 (stereo not given)	-34	-11	14	-2	0.3	-23	13	2	5
COc1ccccc1N1CCN(CC(O)COc2c(OC)cccc2OC)CC1 (stereo not given)	-22	-4	2	-2	1.2	1	13	28[fluorescence artefact?]	0[fluorescence artefact?]
CCNC(=S)NNC(=O)c1csc(C)c1	-13	6	24	6	0.1	2	4	-5	17
CCCc1nc2sc3ccccc3c(=O)c2c(=O)n1Cc1ccco1	12	·	-24	2	-0.3	3	·	1	6
CC(C)Cn1c(CCC(=O)O)ccc1-c1cccs1	-64	-8	6	19	-0.4	8	·	-10	-5
CC(C)CNC(=S)NC(=O)c1ccc(F)cc1	10	4	-42	3	0.2	5	3	-9[fluorescence artefact?]	7[fluorescence artefact?]
Oc1c(C=C2N=c3ccccc3=N2)sc(=S)n1C1CCCC1	6	4	-12	3	0.8	-1	8	15	17
CN(C)c1ccc(/C=C/C=C2/SC(=S)N(c3ccccc3)C2=O)cc1	20	-55	-10	2	-0.8	-16	24	-15	-4
COCCCN1C(=O)C(=O)/C(=C(/O)c2ccc(OC(C)C)cc2)C1c1ccc(O)c(OC)c1 (stereo not given)	-1	10	19	2	-0.1	-20	17	11	2
CN(CC(=O)NC1CCCCCC1)S(=O)(=O)c1ccccc1	-8	-5	11	-1	0.8	4	6	-3	3[fluorescence artefact?]
COc1ccc(/C=C2\N=C(c3ccccc3)N(c3ccc(C(=O)O)cc3)C2=O)cc1OC	-10	-15	15	5	0.4	-16	3	-5	-12
O=C1CC(c2ccccc2)n2nc(N3C(=O)c4ccccc4C3=O)nc2N1 (stereo not given)	-3	-6	10	-2	0.9	-3	15	7	4
CCc1ccc(N2C(=O)Nc3ccccc3C2(O)C(=O)N2CCN(c3ccccn3)CC2)cc1 (stereo not given)	-2	-1	12	-2	2.2	-4	0	2	-2
O=C(CO)N/N=C/c1ccc(Cl)cc1	4	-4	18	-1	0.1	-1	4	4	1
CCOC(=O)c1nnn(-c2nonc2N)c1CN(C)Cc1ccccc1	-37	-18	18	-8	-1.2	2	19	-16	-4
CC(=O)c1cccc(NC(=O)COc2ccccc2C(=O)c2cc(C#N)c(=O)n(C3CCCCC3)c2)c1	-26	·	-3	-26	-0.2	-4	8	6	-2[fluorescence artefact?]
CC1(C)O[C@@H]2C[C@H]3[C@@H]4C[C@H](F)C5=CC(=O)CC[C@]5(C)[C@H]4[C@@H](O)C[C@]3(C)[C@]2(C(=O)CO)O1	-7	-6	12	0	59	0	15	3	3
CC1=CC(C)C2(COC(c3ccc[n+](C)c3)OC2)C(C)C1 (stereo not given)	-4	0	15	17	-0.2	-1	8	6	8
CC(C)Cn1c(-c2ccc(Br)cc2)c[nH]c1=S	75*	-12	18	16	-0.1	9	12	-3	0
CC(C)CC(=O)Nc1cccc(NC(=O)CC(C)C)n1	1	4	-111	4	1.1	39	9	6	17
COc1cccc(OCC(=O)Nc2cc(Cl)ccc2Oc2ccccc2)c1	9	4	57	0	1.5	41	7	-22	3[fluorescence artefact?]

Source: PubChem (several laboratories)

The list is partial; rates above refer to the full screens.
